Source: PubChem BioAssay
NS5 inhibitors = Dengue-2 NS5 methyltransferase inhibitors, primary screen, biochemical, confirmation dose response (AID 588689). Genome polyprotein (Dengue virus type 2 (strain 16681-PDK53)). Dengue-2 NS5 methyltransferase capping enzyme assay, biochemical; higher % means a stronger effect. one-dose inhibition, % at 25 µM; IC50 in µM for titrated hits. 0.3% of 340,000 active; in the data active means a potency from the dose series; inconclusive means inhibition above about 29% without an active follow-up result
Myeloid diff 2 = induction of myeloid progenitor differentiation, primary screen, cell-based, flow cytometry, MLPCN library | 1% of 360,000 active | AID 624256, 2012 | calls only at 10 µM | ER-HoxA9 myeloid progenitors, lysozyme-GFP differentiation;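 active means normalized GFP-positive differentiation at or above the plate's own cutoff, the solvent-only control mean plus 3 SD; inconclusive means no clear call, values can overlap the other calls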;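 further: cells exposed to compound for four days before flow analysis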
NS5 inhibitors pilot replicate = second read-out of NS5 inhibitors, no call of its own (marks repeat the call); inhibition, %; measured here: pilot screen replicate inhibition
Myeloid diff 2 GFP+ MAC1+ % = recorded beside Myeloid diff 2, whose call it bears; GFP+ MAC1+ double positive, %; measured here: differentiation confirmed by MAC1 staining
Starred values were filed as active, the others as inactive; i = inactive; ? = inconclusive; . = no result given. The list is partial, so the mix of outcomes need not match the whole.

SMILES	NS5 inhibitors	Myeloid diff 2	Myeloid diff 2 GFP+ MAC1+ %	others
NC(=O)c1ncn([C@@H]2O[C@H](CNC(=O)[C@H](N)CSCc3ccccc3)[C@@H](O)[C@H]2O)n1	-7%	i	0.5	NS5 inhibitors pilot replicate=-5.8
CCOc1ccc(NC(=O)C2CC(=O)N(Cc3ccco3)C2)cc1 (stereo unspecified)	-6%	i	0.8
COc1ccccc1/C=C/C(=O)Nc1cccc(S(=O)(=O)N2CCOCC2)c1	-10%	i	0.3
CCCCn1c(N)c(N(CC(C)C)C(=O)c2ccc([N+](=O)[O-])o2)c(=O)[nH]c1=O	-1%	i	1.0
CCN(CC)C(=O)C1=C(C)N(Cc2ccc(C(C)(C)C)cc2)C(=O)C(CC(=O)NCc2cccc3ccccc23)C1 (stereo unspecified)	2%	i	0.7
CC(C)NC(=O)Nc1ccc2c(c1)C(=O)N([C@H](C)CO)C[C@H](C)[C@@H](CN(C)S(=O)(=O)c1ccccc1)O2	-2%	i	1.3
CCCCN(C(=O)CSc1nnnn1C)C1CCS(=O)(=O)C1 (stereo unspecified)	-5%	i	0.8
NC(=O)NC1(C(=O)O)CCCC1	-9%	i	1.1
O=C(CN1C(=O)c2ccccc2S1(=O)=O)NCCc1ccc(F)cc1	2%	i	0.6
CC(C)(C)OC(=O)N[C@@H](C(=O)OC(C)(C)C)c1ccc(C(F)(F)F)cc1	0%	i	0.9
CC(=O)Nc1ccc(S(=O)(=O)N[C@@H](C)C(=O)N2CCN(C/C=C/c3ccccc3)CC2)cc1	-8%	i	0.7
CC(=O)NCCC(=O)Nc1cc(S(=O)(=O)N2CCOCC2)ccc1Oc1ccc(F)cc1	-3%	i	1.4
C[C@@H]1CN([C@@H](C)CO)C(=O)c2cccc(NS(C)(=O)=O)c2O[C@H]1CN(C)C(=O)Nc1ccc(F)cc1	1%	i	0.6
COc1ccc(CCN2CC(C(=O)N(C)Cc3cccnc3)CC2=O)cc1OC (stereo unspecified)	2%	i	0.7
C[C@H]1CN([C@@H](C)CO)C(=O)CCCn2nncc2CO[C@@H]1CN(C)C(=O)Nc1ccnc(N2CCOCC2)c1	-3%	i	0.6
Clc1ccc2c(c1)Nc1ccccc1CC2	-2%	i	0.3
C[C@@H]1CCCCCCCCC(=O)OCCN(C(=O)OC(C)(C)C)[C@H](C)CCCCCCCCC(=O)OCCN1C(=O)OC(C)(C)C	-6%	i	1.4
Cc1ccc(Sc2ccc(NC(=O)CCN3C(=O)NC4(CCCC4)C3=O)cc2)c(C)c1	-2%	i	1.2
CCOc1ccc(/C(CCC(=O)O)=N/NC(=O)c2cccc(S(=O)(=O)Nc3ccccc3OC)c2)cc1	7%	i	0.7
CC(C)C[C@H]1CNC(=S)N1CC1CCCN1C[C@H](Cc1ccc(O)cc1)N1C[C@H](Cc2ccccc2)N(CC2CCCCC2)C1=S (stereo partly specified)	-8%	i	1.6	NS5 inhibitors pilot replicate=-2.7

5 records drawn at random from the list so far:
SMILES	NS5 inhibitors	Myeloid diff 2	Myeloid diff 2 GFP+ MAC1+ %	others
CCOc1ccc(/C(CCC(=O)O)=N/NC(=O)c2cccc(S(=O)(=O)Nc3ccccc3OC)c2)cc1	7%	i	0.7
COc1ccc(CCN2CC(C(=O)N(C)Cc3cccnc3)CC2=O)cc1OC (stereo unspecified)	2%	i	0.7
Cc1ccc(Sc2ccc(NC(=O)CCN3C(=O)NC4(CCCC4)C3=O)cc2)c(C)c1	-2%	i	1.2
CC(=O)NCCC(=O)Nc1cc(S(=O)(=O)N2CCOCC2)ccc1Oc1ccc(F)cc1	-3%	i	1.4
C[C@@H]1CCCCCCCCC(=O)OCCN(C(=O)OC(C)(C)C)[C@H](C)CCCCCCCCC(=O)OCCN1C(=O)OC(C)(C)C	-6%	i	1.4

(further entries)
SMILES	NS5 inhibitors	Myeloid diff 2	Myeloid diff 2 GFP+ MAC1+ %	others
CC1C(=O)N2CCCc3cc(NS(=O)(=O)c4ccccc4)cc1c32 (stereo unspecified)	-2%	i	0.3
NC(Cc1c[nH]c2ccccc12)C(=O)Nc1ccccc1 (stereo unspecified)	-1%	i	2.2
COC(=O)[C@H]1C[C@@]2(O)CN(S(=O)(=O)c3ccc(C)cc3)C[C@@]2(OC(=O)NC2CCCC2)C[C@H]1C(=O)OC	-5%	i	1.4
N=c1ncn(C2OC(CO)C(O)C2O)c2nc(Br)[nH]c12 (stereo unspecified)	-1%	i	0.5
CC(C)n1ncc2c(C(=O)N3CCN(Cc4ccc(Br)s4)CC3)cc(C3CC3)nc21	1%	i	1.2
Cc1ccc(CC2(OCCN(C)C)CCC(C(C)(C)C)CC2)cc1 (stereo unspecified)	-3%	?	.
COc1ccc(OC)c(CN2CCN(C(=O)CNC(=O)c3cc(C)cc(C)c3)CC2)c1	-2%	i	1.2
Cc1ccc(C2=C(O)C(=O)C(c3ccc(C)cc3)=C(O)C2=O)cc1	2%	?	.
CCOC(=O)c1ccccc1NC(=O)CSc1nc2[nH]ncc2c(=O)[nH]1	-4%	i	0.8
C[C@H](CO)N1C[C@H](C)[C@@H](CN(C)C(=O)c2cc(-c3ccccc3)on2)OCc2cn(nn2)CCCC1=O	9%	i	0.4

Among those listed so far, these have a furan ring, fused or not:
SMILES	NS5 inhibitors	Myeloid diff 2	Myeloid diff 2 GFP+ MAC1+ %	others
CCOc1ccc(NC(=O)C2CC(=O)N(Cc3ccco3)C2)cc1 (stereo unspecified)	-6%	i	0.8
CCCCn1c(N)c(N(CC(C)C)C(=O)c2ccc([N+](=O)[O-])o2)c(=O)[nH]c1=O	-1%	i	1.0

More results follow.
SMILES	NS5 inhibitors	Myeloid diff 2	Myeloid diff 2 GFP+ MAC1+ %	others
COc1ccc(S(=O)(=O)Nc2cc3c4c(c2)CCC(=O)N4CCC3)cc1C	0%	i	1.4
CN(C)S(=O)(=O)c1ccc(N2CCCC2)c(C(=O)NC2CCC(O)CC2)c1 (stereo unspecified)	-9%	i	0.3
COc1ccc(C(=O)OCC(=O)NC2CC2)cc1OC	-1%	i	1.9
CCN(C(=O)COC(=O)/C(C#N)=C/c1cc(C)n(CCOC)c1C)c1c(N)n(Cc2ccccc2)c(=O)[nH]c1=O	-2%	i	1.6
COc1ccc(C(=O)COC(=O)c2cncc(Br)c2)cc1	-5%	i	0.3
CCCCCC(=O)Nc1ccc(S(=O)(=O)NC2=NCCCCC2)cc1	-7%	i	1.1
N#Cc1ccc(Oc2ccc(S(=O)(=O)N3CCCC3)cn2)cc1	4%	i	0.8
O=C(NCc1nnnn1-c1ccc(Cl)cc1)c1ccc2c(c1)OCO2	-9%	i	0.4
CCCCOc1ccc(C(=O)NCC(=O)N2CCN(C(=O)c3ccco3)CC2)cc1	-4%	i	2.0
COc1ccc(C(CNC(=O)c2ccc(OCc3csc(C)n3)cc2)N2CCCC2)cc1 (stereo unspecified)	0%	i	0.9
CN(CC(=O)NCc1ccccc1)CC(=O)Nc1ccc(Cl)c(C(F)(F)F)c1	-6%	i	1.8
CCC/C(=C1/c2ccccc2C(=O)N1c1ccccc1)c1ccc2c(c1)OCCO2	0%	i	0.6
CC12CCC(=O)C=C1CCC1C2CCC2(C)C(c3csc(N)n3)CCC12 (stereo unspecified)	-9%	i	1.4
CC(=O)N1CCN(c2ccc(NCc3cccc(C)c3)cc2)CC1	30%	i	1.6
O=C(COC(=O)c1ccccc1O)NC(=O)c1ccc(OC(F)F)cc1	-6%	i	0.4
O=C(COC(=O)c1ccccc1O)Nc1cccc(S(=O)(=O)N2CCCC2)c1	-5%	i	0.4
Cc1ccc(C(=O)NCC(=O)N(C)Cc2ccc(Cl)cc2Cl)s1	1%	i	1.0
CCc1ccc([C@@H]2CC=C(C(=O)O)[C@H](c3ccc(F)cc3)N2S(=O)(=O)c2ccc(C)cc2)cc1	16%	i	1.7
CCOC(=O)C1=C(COC(=O)Cc2ccc(OC)c(OC)c2)NC(=O)NC1C (stereo unspecified)	-2%	i	0.5
CCN(CC)C(=O)OCc1c(-c2ccccc2)ncc2ccccc12	3%	i	1.0
COc1cc(-c2ccc3cc(OC)c(OC)c(OC)c3c2)cc(OC)c1OC	13%	i	0.9
CCOc1ccccc1NC(=O)C1CCCN1S(=O)(=O)c1ccccc1C(F)(F)F (stereo unspecified)	-3%	i	1.1
CC(C)(C)c1ccc(C(=O)NCCC(=O)Nc2ccc3c(c2)OCCO3)cc1	-8%	i	0.5
NC(=O)c1ccsc1NC(=O)CS(=O)(=O)c1ccccc1	-6%	i	0.3
Cc1cc(C(=O)NCCN2CCOCC2)c2ccccc2n1	-1%	i	0.5
CC[C@]12c3[nH]c4ccc(OC)cc4c3CCN1C(=O)C(CC(=O)NCc1cccc(C(F)(F)F)c1)C[C@@H]2C(=O)N1CCN(C(=O)c2ccco2)CC1 (stereo partly specified)	-6%	?	.
Nc1ccccc1-c1nc2ccncc2[nH]1	1%	i	0.8
Cc1ccccc1CNC(=O)c1cc2ccccc2o1	-6%	i	0.2
CC(CO)NS(=O)(=O)c1cc(Cl)ccc1F (stereo unspecified)	1%	i	1.3
COC(=O)[C@@]1(C)[C@H]2C(=O)N(Cc3ccccc3)C(=O)[C@H]2[C@H]2CN=C(SCc3ccc(C#N)cc3)N21	3%	i	0.5	NS5 inhibitors pilot replicate=-2.8
COc1ccc(CN(C)C(=O)c2ccc(OCC(=O)N3CCOCC3)c(OC)c2)cc1	1%	i	1.3
O=C(NCc1cccc(Br)c1)C1CC(c2ccc(C(F)(F)F)cc2)=NO1 (stereo unspecified)	-1%	i	0.8
Cc1ccc(NC(=O)c2ccc(NS(=O)(=O)c3ccc4[nH]c(=O)[nH]c4c3)cc2)nc1	9%	i	0.7
Cc1ccc(S(=O)(=O)CCC(=O)OCC(=O)N(C)CC(=O)Nc2ccc(F)cc2)cc1	5%	i	0.7
CC1(C)OC2CC3C4CC=C5CC(O)CCC5(C)C4CCC3(C)C2(C(=O)CO)O1 (stereo unspecified)	5%	i	1.4
Cc1ccc(-n2ncc3c(=O)[nH]c(SCC(=O)NCC4CCCO4)nc32)cc1 (stereo unspecified)	4%	i	0.7
NC(=O)c1ccc(NC(=O)COC(=O)CCN=C2NS(=O)(=O)c3ccccc32)cc1	-4%	i	0.2
Cc1ccccc1C(=O)NC(CC(C)C)C(=O)NCC(C)(C)N1CCOCC1 (stereo unspecified)	-12%	i	1.0
Nc1cc(S(=O)(=O)Nc2ccccc2Cl)ccc1N1CCCCC1	18%	i	1.4
CCCCCCn1c(=O)n2n(c1=O)C[C@]1(OC(=O)Nc3cccs3)CN(S(=O)(=O)c3ccc(C)cc3)C[C@]1(O)C2	3%	i	0.5
O=C(COC(=O)Cc1ccsc1)Nc1ccc(Br)cc1	-10%	i	1.7
CC(C)(C)OC(=O)C[C@@H]1C/C=C\C[C@H](CC(=O)NCCO)C(=O)N[C@@H](Cc2ccccc2)COC1=O	-9%	i	1.9
O=C1CCCCC1(c1ccccc1)c1ccccc1	-2%	i	1.0
C[C@H](O)[C@@H]1CN2CCc3c([nH]c4ccc(-c5ccc6c(c5)OCO6)cc34)[C@@H]2C[C@@H]1N(C)C(=O)NC1CCCCC1	-8%	?	.
CCCCc1nnc(NC(=O)c2ccc(OCc3c(C)noc3C)cc2)s1	2%	i	0.2
O=C(Nc1nc2ccc(F)cc2s1)c1ccc(N2CCCC2=O)cc1	1%	i	0.8
O=C1NC(Cc2ccc(O)cc2)c2nc3cc(Cl)ccc3c(=O)n2-c2cc3ccccc3cc21 (stereo unspecified)	0%	i	1.1
O=C(CNC(=O)c1ccc(Cl)c([N+](=O)[O-])c1)OC1CCCCC1=O (stereo unspecified)	-12%	i	0.4
CNC[C@@H]1Oc2c(NC(=O)Nc3ccccc3)cccc2C(=O)N([C@@H](C)CO)C[C@H]1C	-24%	i	1.9
COC(=O)c1ccc(NC(=O)COc2ccc(N(C)S(=O)(=O)c3ccc(C)cc3)cc2)cc1	2%	i	0.9

Of the compounds above, two have a nitro group on carbon:
SMILES	NS5 inhibitors	Myeloid diff 2	Myeloid diff 2 GFP+ MAC1+ %	others
CCCCn1c(N)c(N(CC(C)C)C(=O)c2ccc([N+](=O)[O-])o2)c(=O)[nH]c1=O	-1%	i	1.0
O=C(CNC(=O)c1ccc(Cl)c([N+](=O)[O-])c1)OC1CCCCC1=O (stereo unspecified)	-12%	i	0.4

(next part)
SMILES	NS5 inhibitors	Myeloid diff 2	Myeloid diff 2 GFP+ MAC1+ %	others
CCc1ccccc1NC(=O)C1CCN(S(=O)(=O)c2ccc(N3CCCC3=O)cc2)CC1	-2%	i	0.9
CCCn1c(N)c(C(=O)CSc2n[nH]c(-c3ccccc3F)n2)c(=O)n(C)c1=O	-4%	i	0.5
CCOC(=O)c1sc(NC(=O)C2CC(=O)N(c3ccccc3OC)C2)nc1C (stereo unspecified)	-1%	i	0.6
COc1ccc2[nH]c3c(c2c1)CCN1C(=O)C(CC(=O)NCCc2ccccn2)C[C@H](C(=O)N2CCCCC2)[C@@]31C (stereo partly specified)	-5%	i	0.7	NS5 inhibitors pilot replicate=2.7
COc1ccc(-c2cc(C(=O)Nc3ccccc3O)c3ccccc3n2)cc1	1%	i	0.5
C[C@]12C(=O)N(c3cccc(Cl)c3)C(=O)N1[C@@H]1c3ccccc3OC[C@@H]1[C@H]2c1ccccc1	-10%	i	0.8
O=C(Nc1nccs1)c1nc[nH]c1C(=O)N1CCc2ccccc2C1	2%	i	1.5
O=C(NCc1ccccn1)c1cc(S(=O)(=O)N2CCCCC2)ccc1Cl	-11%	i	0.5
Cc1cc(C)cc(NC(=O)CSc2nc3nc(C)cc(C)n3n2)c1	-14%	i	0.6
COC(=O)CCNC(=O)CCc1ccc(S(=O)(=O)N2CCCCCC2)cc1	-9%	i	1.3
O=C(COC(=O)c1cnccn1)NCc1ccccc1Cl	0%	i	1.0
